HDAC3 inh – HDAC3 deacetylase inhibitors, primary screen, biochemical, fluorescence, cell-free homogeneous; inhibition, % at 8.3 µM; Histone deacetylase 3 (Homo sapiens), O15379; 0.15% of 320,000 active; recombinant HDAC3, fluorogenic peptide/trypsin coupled; in the data active means inhibition above about 26%, passing the limit was not always enough; inconclusive means no clear call, values can overlap the other calls
Platelet DG rel – inhibitors of platelet dense granule secretion, primary screen, cell-based, MLPCN, human platelets. human platelet-rich plasma, SFLLRN dense granule ATP release, luminescence. inhibition, %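 (compounds screened at 7.5 µM in platelet-rich plasma)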. 0.22% of 300,000 active. AID 1663, 2009;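 active means mean replicate score, as percent of positive control, at or above 50; inconclusive means mean below 50 but at least one replicate at or above 50; inactive means mean and every replicate below 50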
GSK3 alpha inh – blockers of GSK3A enzyme activity – biochemical, luminescence, cell-free homogeneous, HTS, primary screen; 0.1% of 320,000 active; AID 2650, 2010; GSK-3 alpha kinase, ADP-Glo luminescence, 60 min; inhibition, % at 10 µM; Glycogen synthase kinase-3 alpha (Homo sapiens), P49840;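 in the data active means inhibition above about 50%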;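 further: GST-tagged GSK-3 alpha with peptide substrate and 25 µM ATP; 0% = DMSO neutral wells and 100% = GW8510 positive control wells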
Target sequence (P49840 whole entry, looked up): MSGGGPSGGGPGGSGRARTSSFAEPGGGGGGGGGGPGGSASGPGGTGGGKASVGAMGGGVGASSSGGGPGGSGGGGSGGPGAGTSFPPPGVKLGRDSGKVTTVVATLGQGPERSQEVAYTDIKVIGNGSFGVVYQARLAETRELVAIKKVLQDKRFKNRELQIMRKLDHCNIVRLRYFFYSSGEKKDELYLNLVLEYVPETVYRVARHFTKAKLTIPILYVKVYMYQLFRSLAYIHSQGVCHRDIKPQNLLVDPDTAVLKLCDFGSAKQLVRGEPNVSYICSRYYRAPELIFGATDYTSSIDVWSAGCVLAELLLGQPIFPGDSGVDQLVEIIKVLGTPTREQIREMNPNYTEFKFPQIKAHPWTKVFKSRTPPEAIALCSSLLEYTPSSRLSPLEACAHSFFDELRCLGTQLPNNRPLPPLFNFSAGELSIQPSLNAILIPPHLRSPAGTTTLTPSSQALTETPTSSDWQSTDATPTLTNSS
PolyA inhibitor – polyadenylation inhibitors in yeast reporter cells, primary screen, luminescence, S. cerevisiae. S. cerevisiae SKY197-pL101 polyadenylation reporter, beta-gal luminescence; efflux-impaired pdr1/pdr3 knockout yeast; score 100 = 6 SD above DMSO. calls only at 12 µM. 0.02% of 300,000 active. AID 1875, 2009;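 active means lowest replicate activity score at least 50, where 100 means six control SD above control mean; inconclusive means lowest score under 50 but half or more replicates reach 50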;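 further: yeast exposed to compound for 9 h at 30 °C; higher score means more reporter readthrough which indicates perturbed polyadenylation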
Dyrk1A ADPGlo – rat Dyrk1A kinase inhibitors, primary screen, biochemical, single point, plate reader; Dual specificity tyrosine-phosphorylation-regulated kinase 1A (Rattus norvegicus), Q63470; ADP-Glo luminescence, NFATc1 peptide; inhibition, % at 12.5 µM; 0.43% of 310,000 active; AID 504441, 2011; in the data active means inhibition above about 50%;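 further: plate controls were vehicle with enzyme for no effect and no enzyme for full effect; many of its hits are not listed in these tables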
AI-2 QS mod – Vibrio harveyi AI-2 quorum sensing modulators, primary screen, JMH597 strain, luminescence/OD600 ratio | Vibrio harveyi JMH597 AI-2 luminescence/OD600 ratio, 9 h; stronger effect = lower value; strain lacks LuxN and CqsS sensors; 0 = neutral-control median | 0.4% of 300,000 active | AID 2094, 2009 | activity change, % at 7.5 µM; in the data active means activity change below about -75%, passing the limit was not always enough; inconclusive means no clear call, values can overlap the other calls;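 further: luminescence divided by OD600 gain over 9 h not by final OD600 alone; inactives centre near 13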
HSP90 refold inh – HSP90 inhibitors, primary screen, cell lysate, luminescence. inhibition, % at 5.6 µM. Rabbit reticulocyte lysate, luciferase refolding luminescence, 3 h. 0.91% of 290,000 active. Heat shock protein HSP 90 (rabbit reticulocyte lysate; luciferase refolding);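 active means inhibition above the screen-wide mean plus 3 SD, computed separately per campaign, cut at about 16% in these data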;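 further: 0% = DMSO wells and 100% = 60 µM geldanamycin wells; inhibitors lower the luminescence because luciferase stays unfolded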
HSF1 inhib – HSF1 inhibitors in luciferase reporter cells, primary screen, cell-based, NIH3T3, luminescence. activity change, negative = inhibition, % at 7.5 µM (by protocol). NIH3T3-HGL HSE-luciferase, MG132-induced, luminescence 8 h; stronger effect = lower value. 0.77% of 300,000 active;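 active means more than half of replicate wells show activity change below -50%, luminescence cut by over half; inconclusive means some wells, but at most half, below -50%; inactive means no replicate well below -50%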;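 further: luciferase reports HSF-1 transcriptional activity via heat shock element; 0% = median of DMSO wells and -100% = zero luminescence signal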
GSK3beta inhib – human GSK3beta kinase inhibitors, primary screen, biochemical, cell-free homogeneous, HTS; Glycogen synthase kinase-3 beta (Homo sapiens), P49841; GST-GSK3beta kinase, ADP-Glo luminescence, 60 min; stronger effect = lower value; activity score (negative = inhibition), % at 10 µM; 0.038% of 300,000 active; AID 2097, 2009;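 active means more than half of replicate wells score below -50%, meaning over 50% inhibition versus plate controls; inconclusive means some replicates but at most half score below -50%; inactive means no replicate scores below -50%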;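 further: 0% = median DMSO wells and -100% = median GW8510 positive control wells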
Target sequence (P49841 whole entry, looked up): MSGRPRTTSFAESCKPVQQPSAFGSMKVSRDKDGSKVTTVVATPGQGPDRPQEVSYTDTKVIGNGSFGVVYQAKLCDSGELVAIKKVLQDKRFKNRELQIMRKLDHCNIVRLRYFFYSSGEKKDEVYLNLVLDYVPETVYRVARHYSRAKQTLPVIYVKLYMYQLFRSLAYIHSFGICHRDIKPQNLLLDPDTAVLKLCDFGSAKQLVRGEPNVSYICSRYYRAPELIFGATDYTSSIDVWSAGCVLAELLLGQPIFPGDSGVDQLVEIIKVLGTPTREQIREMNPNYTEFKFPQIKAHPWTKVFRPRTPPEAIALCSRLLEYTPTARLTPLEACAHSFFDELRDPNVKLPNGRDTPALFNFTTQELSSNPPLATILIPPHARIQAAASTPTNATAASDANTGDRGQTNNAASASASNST
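Assay system: GST-tagged human GSK3beta kinase, cell-free; Input: 1.6 ng GSK3beta; Medium: Tris/MgCl2 kinase buffer; Timing: 60 min enzyme reaction, room temperature; Signal: ADP-Glo luminescence quantifying ADP generated by kinase; Evaluation: score relative to plate controls; Benchmarks: DMSO neutral wells and GW8510 at 20 µM as positive.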
HSF1 activator – HSF-1 activators, primary screen, NIH3T3-HGL cells, MG132 stress, luminescence, single point | 1.7% of 300,000 active | activation, % at 9 µM | AID 504408, 2011 | NIH3T3-HGL HSF-1 luciferase reporter, 8 h; 100% = twice DMSO control signal;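 active means mean replicate activation of at least 50% with a set share of replicates each reaching 50%; inconclusive means only one of those two conditions met; inactive means mean below 50% and too few replicates reaching it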;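 further: 0% = median of the neutral control wells and 100% = twice that signal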
Active calls of the source: *; i = inactive; ? = inconclusive; . = not tested or not shown.

HDAC3 inh | Platelet DG rel | GSK3 alpha inh | PolyA inhibitor | Dyrk1A ADPGlo | AI-2 QS mod | HSP90 refold inh | HSF1 inhib | GSK3beta inhib | HSF1 activator | structure
4 | -4 | -4 | i | 1 | 26 | 3 | 18 | -1 | 21 | O=C(c1ccc(F)cc1)N1CCN2C(=O)c3ccccc3C12c1ccc(Cl)cc1 (centres undefined)
4 | -1 | -2 | i | -48 | 21 | -1 | -5 | 0 | -10 | CC(C)CC(c1nnnn1Cc1cccs1)N1CCN(c2nc3ccccc3s2)CC1 (centres undefined)
-2 | 3 | 6 | i | . | 25 | -5 | 6 | 3 | 7 | Nc1ccccc1Oc1ncc(C(F)(F)F)cc1Cl
5 | 1 | 2 | i | -4 | ? | 2 | 7 | 2 | 7 | CCc1ccc(NC(=O)CCc2ccc(C)o2)cc1
0 | -2 | 1 | i | -5 | 11 | 2 | -6 | -1 | 27 | Cn1c(SCC(=O)Nc2ccccc2F)nnc1-c1ccc(S(=O)(=O)N2CCOCC2)cc1
. | -2 | . | i | -7 | 2 | -7 | 2 | -1 | 5 | COc1ccc(N2CC(O)=C(c3n(C)c4ccccc4[n+]3C)C2=N)cc1
5 | -1 | 0 | i | -4 | 14 | -3 | 19 | -1 | 33 | Cc1ccc(C(=O)O/N=C(\N)c2cccnc2)cc1[N+](=O)[O-]
0 | 2 | 0 | i | 1 | 28 | -4 | -5 | -2 | 1 | COCCCNc1c2c(nc3nnnn13)CCCC2
-3 | 2 | 2 | i | 2 | 33 | -3 | -5 | 1 | 13 | CCCc1cc2c(cc1NS(=O)(=O)c1ccc(CCNC(C)=O)cc1)OCO2
0 | 12 | -2 | i | . | 5 | 9 | -5 | -2 | 15 | COc1ccccc1-c1ccc(SCc2cccc(C)c2)nn1
-5 | 4 | -3 | i | 2 | 65 | . | 0 | -1 | -7 | Cc1ccc(NC(=O)c2ccc3c(c2)OCCO3)nc1
-8 | -47 | 2 | i | -6 | 6 | -2 | -4 | 0 | 10 | O=C(NC1CCC(c2ccccc2)CC1)c1cccnc1 (centres undefined)

7 compounds out of the list above, arranged by their value in HSP90 refold inh, rising:
| SMILES | HSP90 refold inh |
| --- | --- |
| COc1ccc(N2CC(O)=C(c3n(C)c4ccccc4[n+]3C)C2=N)cc1 | -7 |
| Nc1ccccc1Oc1ncc(C(F)(F)F)cc1Cl | -5 |
| COCCCNc1c2c(nc3nnnn13)CCCC2 | -4 |
| CCCc1cc2c(cc1NS(=O)(=O)c1ccc(CCNC(C)=O)cc1)OCO2 | -3 |
| O=C(NC1CCC(c2ccccc2)CC1)c1cccnc1 (centres undefined) | -2 |
| CCc1ccc(NC(=O)CCc2ccc(C)o2)cc1 | 2 |
| COc1ccccc1-c1ccc(SCc2cccc(C)c2)nn1 | 9 |

(listing goes on)
HDAC3 inh | Platelet DG rel | GSK3 alpha inh | PolyA inhibitor | Dyrk1A ADPGlo | AI-2 QS mod | HSP90 refold inh | HSF1 inhib | GSK3beta inhib | HSF1 activator | structure
-5 | 11 | 8 | i | 5 | 16 | 2 | 1 | 4 | 12 | CC1Cc2cc(/C(O)=C3/C(=O)C(=O)N(CCN4CCOCC4)C3c3cccc(Cl)c3)ccc2O1 (centres undefined)
15 | -8 | -2 | i | . | 9 | 1 | -9 | -1 | 11 | O=S(=O)([O-])CCC[n+]1ccc(Oc2ccccc2)cc1
4 | -2 | -9 | i | 0 | -6 | 3 | -2 | 0 | -2 | CCOC(=O)c1ccc(S(=O)(=O)NCCN(CC)CC)cc1
-1 | 5 | 0 | . | 15 | 25 | 1 | 1 | 0 | -5 | CCN(Cc1ccncc1)C(=O)c1ccc2c(c1)S(=O)(=O)c1ccccc1C2=O
6 | -1 | 0 | i | 1 | 28 | -3 | 2 | 0 | -5 | Cc1cc(NC(=O)C(C)SCC(=O)OC(C)C(=O)Nc2ccccc2C)no1 (centres undefined)
6 | 13 | 0 | i | 1 | 14 | -4 | -2 | 0 | -5 | COc1ccc(C2(c3ccc(OC)cc3)NC(=O)N(CC(=O)Nc3ccc(C(=O)N(C)C)cc3)C2=O)cc1
-4 | 7 | 0 | i | -1 | 18 | -2 | -2 | 1 | -15 | CN(Cc1ccccc1)C(=O)C1CCN(S(=O)(=O)c2ccc(-n3cnnn3)cc2)CC1
-8 | 0 | -4 | i | 5 | 26 | -5 | -5 | 4 | -12 | COc1ccc(SCc2noc(C(=O)NCC3CCCO3)c2C(=O)O)cc1 (centres undefined)
-8 | 1 | -2 | i | 2 | 16 | -3 | -28 | 3 | -33 | Nc1nonc1-c1nc2ccccc2n1Cc1ccc(F)cc1Cl
2 | 2 | -2 | i | -4 | 22 | -4 | 0 | 2 | 5 | O=C(Cn1c(=O)n(CC2CCCO2)c(=O)c2ccccc21)c1ccc(Cl)c(Cl)c1 (centres undefined)
. | 6 | . | i | -3 | 59 | . | -4 | -8 | -17 | Cc1cccc(C)c1NC(=O)CN(C)C(=O)c1ccc(NS(=O)(=O)c2ccc3[nH]c(=O)[nH]c3c2)cc1
2 | 26 | -2 | i | -4 | -3 | 2 | 7 | -3 | -1 | O=C(Oc1ccc(NC(=O)c2cc3c(cc2Br)OCO3)cc1)c1ccccc1

Quoted at random: three compounds from above
HDAC3 inh | Platelet DG rel | GSK3 alpha inh | PolyA inhibitor | Dyrk1A ADPGlo | AI-2 QS mod | HSP90 refold inh | HSF1 inhib | GSK3beta inhib | HSF1 activator | structure
-8 | 0 | -4 | i | 5 | 26 | -5 | -5 | 4 | -12 | COc1ccc(SCc2noc(C(=O)NCC3CCCO3)c2C(=O)O)cc1 (centres undefined)
2 | 26 | -2 | i | -4 | -3 | 2 | 7 | -3 | -1 | O=C(Oc1ccc(NC(=O)c2cc3c(cc2Br)OCO3)cc1)c1ccccc1
-8 | 1 | -2 | i | 2 | 16 | -3 | -28 | 3 | -33 | Nc1nonc1-c1nc2ccccc2n1Cc1ccc(F)cc1Cl

(next part)
HDAC3 inh | Platelet DG rel | GSK3 alpha inh | PolyA inhibitor | Dyrk1A ADPGlo | AI-2 QS mod | HSP90 refold inh | HSF1 inhib | GSK3beta inhib | HSF1 activator | structure
5 | 5 | 1 | i | 0 | 6 | 1 | 5 | 2 | 38 | CCOC(=O)c1cc2c(ccn2C)n1CC(=O)N1CCN(c2ccccc2)CC1
5 | 5 | -2 | i | 2 | 5 | -7 | -3 | 0 | 8 | COc1cc(CNCCNC(=O)c2nonc2N)ccc1OCc1ccc(Cl)nc1
? | 0 | 0 | i | -1 | 10 | -1 | 10 | 0 | 5 | CC(C)Oc1cc(NC(=O)CS(=O)(=O)CC(=O)N(C)C)c(Cl)cc1Cl
2 | -2 | . | i | 2 | 3 | -3 | -1 | 0 | 8 | O=C(Nc1cccc(-c2cccc(F)c2)c1)C1CCN(Cc2ccco2)CC1
-2 | 1 | 2 | i | -2 | 6 | 2 | 11 | -6 | 15 | c1ccc(COc2ccc(OCCCCN3CCCCC3)cc2)cc1
6 | 1 | -2 | i | -3 | 16 | -5 | -3 | 3 | -5 | O=C(CC(=O)N/N=C/c1ccc(C(=O)O)cc1)NCCc1ccccc1
5 | -3 | 1 | i | 5 | 27 | -3 | 20 | 6 | 31 | O=C(Nc1ccsc1C(=O)O)c1cccc(C(F)(F)F)c1
0 | -1 | 7 | i | . | 1 | 4 | -3 | 3 | -14 | Cc1cc(F)ccc1N1CCC(N2CCN(CCC(C)C)C(CCO)C2)CC1 (centres undefined)
1 | -2 | -2 | i | 48 | 19 | . | -2 | 1 | -17 | CN(C)c1ccc(N2[C@@H](CC(=O)O)c3cc(C(F)(F)F)ccc3S2(=O)=O)cc1
3 | 1 | -3 | i | 1 | 4 | 9 | -14 | 1 | -18 | O=[N+]([O-])c1ccc(Oc2cccc(F)c2)c2ccncc12
-2 | -14 | -2 | i | -7 | 8 | -2 | 42 | 3 | 68* | O=C(NCCN1CCN(C(=O)c2ccc(Br)cc2)CC1)c1ccc(Br)cc1
3 | 8 | 0 | i | 2 | -81* | -3 | 9 | 1 | 4 | Cc1ccc(OCc2cc(C(=O)N(C)Cc3cc(C4CC4)n[nH]3)no2)cc1C
-8 | -3 | -2 | i | -4 | 21 | 6 | -6 | 2 | -4 | Cc1[nH]n(-c2ccccc2)c(=O)c1C(=O)c1ccc(Cl)cc1
2 | -3 | -2 | i | 2 | 15 | 2 | -4 | -2 | -7 | CCC(=O)Nc1ccccc1C(=O)N1CCOCC1
-1 | 0 | -2 | i | -12 | -1 | -1 | -10 | 4 | -6 | O=C(c1ccccc1Oc1ccccc1)N1CCN(c2ccccc2)CC1
-5 | -5 | 0 | i | 3 | 10 | -2 | 32 | -2 | 42 | O/N=C/c1cc(Br)ccc1OCc1ccc(F)cc1
0 | 2 | 2 | i | -5 | 16 | 3 | 2 | -1 | 23 | C/C(=N\NC(=O)c1nc(C)cc(C)n1)c1ccccc1
0 | 7 | 1 | i | 1 | 143 | 0 | -3 | 1 | 3 | C=CCn1c(SCC(=O)Nc2ccc(N(C)C)cc2)nnc1-c1cccc(C)c1
1 | 1 | -1 | i | 0 | 22 | 8 | 2 | 0 | -13 | O=C(COC(=O)c1cc(NS(=O)(=O)c2cccs2)ccc1O)Nc1ccccc1
-7 | 18 | 2 | i | 4 | 15 | -5 | 0 | 3 | 31 | O=C(c1ccco1)N1CCCN(C(=O)c2ccco2)CC1
5 | -37 | 0 | i | 1 | 6 | -1 | 2 | 2 | 12 | COc1ccc(C(=O)NC(=S)NCC2CCCO2)cc1 (centres undefined)
-76 | -3 | 4 | i | 30 | 14 | 15 | 4 | -25 | 19 | COc1ccc2nc(-c3ccccc3)[nH]c2c1
-6 | 2 | 1 | i | -1 | 20 | -2 | -10 | -5 | -9 | COc1ccccc1/C(O)=C(\C#N)c1nc2ccccc2[nH]1
5 | 4 | 0 | i | -7 | 20 | 0 | 1 | 1 | 0 | O=S(=O)(Cc1ccccc1)N1CCC(N2CCN(c3ccccc3)CC2)CC1

Source: PubChem (several laboratories)

These rows are one share of the data; count on the stated rates, not on these rows.
